RPL19A-GFP yeast: RPL19A-GFP expression modulators in yeast, primary screen, cell-based, S. cerevisiae, multiplex flow cytometry, MLPCN | 330,000 compounds, 0.3% hits | percent response vs DMSO, % at 10 µM | S. cerevisiae RPL19A-GFP strain, 3 h; active compounds read low;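 active means percent response vs DMSO below 50%; inconclusive means fewer than 70 events counted for the yeast strain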;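 further: median channel GFP fluorescence of the barcoded RPL19A-GFP strain; ratio of sample median GFP to plate DMSO average so 100% = DMSO; lower means less RPL19A-GFP as with rapamycin TOR inhibition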
LAP4-GFP MLPCN: modulators of LAP4-GFP expression in yeast, primary screen, S. cerevisiae, multiplex flow cytometry, MLPCN library. 3 h; median GFP as percent of DMSO wells. GFP response vs DMSO, % at 10 µM. 320,000 compounds, 0.34% hits. AID 2023, 2009;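 active means GFP response vs DMSO above a set limit, about the screen mean plus 3 SD, cut at about 150% in these data; inconclusive means under 70 cell events counted for the yeast strain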
AGP1-GFP MLPCN: modulators of AGP1-GFP expression in yeast TOR pathway, primary screen, cell-based, multiplex flow cytometry, S. cerevisiae, MLPCN library; 3 h; GFP as percent of DMSO wells; GFP response vs DMSO, % at 10 µM; 320,000 compounds, 0.02% hits; AID 2066, 2009;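 active means GFP response relative to DMSO above a set limit, near screen average plus 3 SD, cut at about 150% in these data; inconclusive means fewer than 70 cells counted for the yeast strain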;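 further: median GFP channel fluorescence of the gated AGP1 strain per well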
GRK2 inh: compounds blocking aptamer binding on GRK2 – biochemical, human GRK2, bead flow cytometry, HTS, primary screen; 330,000 compounds, 0.59% hits; inhibition of aptamer binding, % at 10 µM; Beta-adrenergic receptor kinase 1 (Homo sapiens), P25098; AID 488847, 2010; FAM-aptamer displacement from GRK2;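 active means inhibition of aptamer binding above 40%, roughly 3 SD of noise, on plates passing a quality check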;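 further: median bead fluorescence of bound FAM aptamer so fluorescent compounds give negative values; no value below 0 was filed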
MEP2 TOR yeast: modulators of MEP2-GFP levels in yeast, primary screen, S. cerevisiae, multiplex flow cytometry, MLPCN library. AID 2016, 2009. GFP response vs DMSO, % at 10 µM. S. cerevisiae MEP2-GFP strain, 3 h; 100% = DMSO control level. 330,000 compounds, 0.51% hits;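 active means GFP response versus DMSO above a set limit, roughly screen mean plus 3 SD, cut at about 180% in these data; inconclusive means fewer than 70 cells counted for a yeast strain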;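 further: median GFP fluorescence of the barcode-gated MEP2-GFP cells per well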
VLA-4 inh: inhibition in human VLA-4 binding assay, primary screen, VLA-4 allosteric modulator project, MLPCN library, flow cytometry, VLA-4 expressing cells; Integrin alpha-4 (Homo sapiens), P13612; ligand binding flow cytometry; inhibition, % (about 7 µM as worked out from the volumes in the protocol); 330,000 compounds, 0.2% hits; in the data active means inhibition above about 50%
Target sequence (P13612 whole entry, looked up): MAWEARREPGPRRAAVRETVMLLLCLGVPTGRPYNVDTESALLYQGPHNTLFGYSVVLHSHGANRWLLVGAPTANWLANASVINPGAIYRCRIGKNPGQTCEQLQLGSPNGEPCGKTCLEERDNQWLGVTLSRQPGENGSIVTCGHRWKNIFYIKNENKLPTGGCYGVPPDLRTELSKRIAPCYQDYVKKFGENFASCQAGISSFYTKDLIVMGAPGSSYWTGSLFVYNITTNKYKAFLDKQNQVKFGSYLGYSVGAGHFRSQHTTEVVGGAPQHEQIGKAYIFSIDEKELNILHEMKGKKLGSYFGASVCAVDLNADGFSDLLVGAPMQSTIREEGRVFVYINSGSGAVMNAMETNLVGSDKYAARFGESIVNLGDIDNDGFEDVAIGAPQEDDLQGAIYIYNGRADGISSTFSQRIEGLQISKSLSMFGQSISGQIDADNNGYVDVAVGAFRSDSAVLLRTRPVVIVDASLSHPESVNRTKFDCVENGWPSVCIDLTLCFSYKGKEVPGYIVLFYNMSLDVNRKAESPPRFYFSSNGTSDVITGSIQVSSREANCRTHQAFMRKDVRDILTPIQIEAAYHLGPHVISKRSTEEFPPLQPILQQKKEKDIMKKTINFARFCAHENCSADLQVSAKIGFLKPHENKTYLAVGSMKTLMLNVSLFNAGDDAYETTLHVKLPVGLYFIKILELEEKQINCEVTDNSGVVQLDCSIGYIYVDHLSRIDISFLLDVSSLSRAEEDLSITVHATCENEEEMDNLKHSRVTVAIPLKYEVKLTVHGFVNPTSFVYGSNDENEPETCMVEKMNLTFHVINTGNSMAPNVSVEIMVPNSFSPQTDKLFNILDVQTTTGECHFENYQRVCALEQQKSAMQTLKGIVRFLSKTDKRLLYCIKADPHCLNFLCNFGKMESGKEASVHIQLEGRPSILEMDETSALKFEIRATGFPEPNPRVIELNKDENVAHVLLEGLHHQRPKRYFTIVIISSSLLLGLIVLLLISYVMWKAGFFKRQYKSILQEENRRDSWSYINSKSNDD
JMJD2C inh: inhibitors of GASC-1 histone demethylase, primary screen, biochemical, fluorescence, DELFIA europium. GST-JMJD2C(1-420) H3K9me3 demethylation. 330,000 compounds, 0.069% hits. inhibition, % at 2.35 µM. AID 2099, 2009;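 active means more than half of a compound's replicate wells show inhibition beyond 50%, single wells judged on their own value; inconclusive means some, but no more than half, of replicates pass 50% inhibition; inactive means no replicate passes 50% inhibition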;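 further: signal counts dimethyl H3K9 product captured on neutravidin plate; 0% = median of DMSO wells and 100% = 0.3 times that DMSO median; strong numbers were not always called active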
CIT2-GFP yeast: modulators of CIT2-GFP expression in yeast, primary screen, S. cerevisiae, GFP fusion, multiplex flow cytometry, MLPCN library; GFP response vs DMSO, % at 10 µM; 320,000 compounds, 0.065% hits; AID 2029, 2009; S. cerevisiae CIT2-GFP strain, 3 h; 100 means same as DMSO wells;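 active means GFP response relative to DMSO above a set limit, near the screen mean plus 3 SD, cut at about 150% in these data; inconclusive means Fewer than 70 cells measured for a yeast strain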;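 further: ratio of well median GFP fluorescence to mean of DMSO wells on the plate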
* marks the source's active call; other numbers are inactive results; ? = inconclusive; . = no result given; & = joins results of further samples.

RPL19A-GFP yeast	LAP4-GFP MLPCN	AGP1-GFP MLPCN	GRK2 inh	MEP2 TOR yeast	VLA-4 inh	smiles	JMJD2C inh	CIT2-GFP yeast
92	190*	77	1	85	-21	CCOC(=O)C1=C(C)N=C2SC(C(=O)OC)=CC(=O)N2C1c1ccc(F)cc1 (stereo unspecified)	-31	62
99	95	105	1	101	2	COc1ccc(C(NC(=O)/C=C\c2ccco2)c2ccc(OC)c(OC)c2)cc1 (stereo unspecified)	4	100
98	99	102	1	101	-9	COC(=O)c1ccccc1NC(=O)CNc1ccc(F)c(S(=O)(=O)N2CCOCC2)c1	8	96
102	97	98	5	111	3	O=C(c1ccc(N2CCOCC2)nc1)N1CCOCC1	3	111
97	92	101	0	98	28	COc1ccc(Br)cc1C1SCCN1S(C)(=O)=O (stereo unspecified)	-5	95
102	97	102	3	103	0	COc1ccc(NC(=O)CN2C(=O)C(C)SC(C)C2=O)cc1 (stereo unspecified)	0	105
107	113	103	0	103	5	CC(C)(C)c1ccc(/C=C/C(=O)N2CCN(c3ncccn3)CC2)cc1	-4	102
103	100	105	1	101	-6	O=C(CCc1nnc(Cc2ccc3c(c2)OCO3)o1)NC(c1ccccn1)C(F)(F)F (stereo unspecified)	-1	98
99	96	107	0	102	9	COc1ccc(N2CCN(/C(=N\S(=O)(=O)c3ccccc3)Nc3nc(C)cc(C)n3)CC2)cc1	-1&3	102
97	85	90	0	95	15	O=C(Nc1ccc(C(O)(C(F)(F)F)C(F)(F)F)cc1)c1ccc(Cl)c([N+](=O)[O-])c1	-4	94
101	100	105	5	105	-10	O=C(COc1cc2oc(=O)c3c(c2cc1Cl)CCC3)N1C[C@H]2C[C@@H](C1)c1cccc(=O)n1C2	.	111
106	93	98	100*	103	5	O=C(Cc1ccccc1)Nc1ccc2c(c1)C(=O)N(CC1CCCO1)C2=O (stereo unspecified)	-12	105
101	104	104	5	104	2	CCn1c(-c2nn(C)c(C)c2Cl)n[nH]c1=S	4	95
98	113	108	2	98	-1	Cc1ccc(S(=O)(=O)N2CCOc3ccccc32)c(C)c1NS(C)(=O)=O	-21	103
105	109	103	3	103	17	Fc1ccc(Oc2nccc(-c3ccc(Cl)cc3)n2)cc1	8	115
101	99	101	0	103	0	O=C(Nc1ccccc1C(=O)O)c1cc(S(=O)(=O)N2CCCCCC2)ccc1Cl	2	102
94	88	90	0	100	-23	COc1ccc(/C=N/NC(=O)C(=O)NCc2cccnc2)cc1	-15	96
88	98	90	0	89	-3	Cc1c(C(=O)Nc2ccccc2)oc2c1C(=O)CC(C)(C)C2	-24	92
95	93	95	3	97	5	COc1ccc(C2Sc3nncn3N2Cc2ccc(C#N)cc2)cc1 (stereo unspecified)	-2	106
100	99	97	0	102	1	O=S(=O)(NCc1ccccc1)NCc1ccc(Cl)cc1Cl	8	93

Part of the list above, with bars between the fields.
molecule | RPL19A-GFP yeast | LAP4-GFP MLPCN | AGP1-GFP MLPCN | GRK2 inh | MEP2 TOR yeast | VLA-4 inh | JMJD2C inh | CIT2-GFP yeast
CC(C)(C)c1ccc(/C=C/C(=O)N2CCN(c3ncccn3)CC2)cc1 | 107 | 113 | 103 | 0 | 103 | 5 | -4 | 102
O=C(CCc1nnc(Cc2ccc3c(c2)OCO3)o1)NC(c1ccccn1)C(F)(F)F (stereo unspecified) | 103 | 100 | 105 | 1 | 101 | -6 | -1 | 98
COc1ccc(N2CCN(/C(=N\S(=O)(=O)c3ccccc3)Nc3nc(C)cc(C)n3)CC2)cc1 | 99 | 96 | 107 | 0 | 102 | 9 | -1&3 | 102
O=C(Nc1ccc(C(O)(C(F)(F)F)C(F)(F)F)cc1)c1ccc(Cl)c([N+](=O)[O-])c1 | 97 | 85 | 90 | 0 | 95 | 15 | -4 | 94
O=C(COc1cc2oc(=O)c3c(c2cc1Cl)CCC3)N1C[C@H]2C[C@@H](C1)c1cccc(=O)n1C2 | 101 | 100 | 105 | 5 | 105 | -10 | . | 111
O=C(Cc1ccccc1)Nc1ccc2c(c1)C(=O)N(CC1CCCO1)C2=O (stereo unspecified) | 106 | 93 | 98 | 100* | 103 | 5 | -12 | 105
CCn1c(-c2nn(C)c(C)c2Cl)n[nH]c1=S | 101 | 104 | 104 | 5 | 104 | 2 | 4 | 95
Cc1ccc(S(=O)(=O)N2CCOc3ccccc32)c(C)c1NS(C)(=O)=O | 98 | 113 | 108 | 2 | 98 | -1 | -21 | 103
Fc1ccc(Oc2nccc(-c3ccc(Cl)cc3)n2)cc1 | 105 | 109 | 103 | 3 | 103 | 17 | 8 | 115
O=C(Nc1ccccc1C(=O)O)c1cc(S(=O)(=O)N2CCCCCC2)ccc1Cl | 101 | 99 | 101 | 0 | 103 | 0 | 2 | 102
COc1ccc(/C=N/NC(=O)C(=O)NCc2cccnc2)cc1 | 94 | 88 | 90 | 0 | 100 | -23 | -15 | 96
Cc1c(C(=O)Nc2ccccc2)oc2c1C(=O)CC(C)(C)C2 | 88 | 98 | 90 | 0 | 89 | -3 | -24 | 92
COc1ccc(C2Sc3nncn3N2Cc2ccc(C#N)cc2)cc1 (stereo unspecified) | 95 | 93 | 95 | 3 | 97 | 5 | -2 | 106
O=S(=O)(NCc1ccccc1)NCc1ccc(Cl)cc1Cl | 100 | 99 | 97 | 0 | 102 | 1 | 8 | 93

Further structures:
RPL19A-GFP yeast	LAP4-GFP MLPCN	AGP1-GFP MLPCN	GRK2 inh	MEP2 TOR yeast	VLA-4 inh	smiles	JMJD2C inh	CIT2-GFP yeast
98	102	101	2	104	2	CC1=NNC(=O)C1CCC(=O)N/N=C\c1cccc(Cl)c1 (stereo unspecified)	-3	100
99	104	98	0	100	16	CCCCCCCOc1ccc(OC(=O)c2cccnc2)cc1	8	99
102	121	106	0	93	-1	CCCc1nc2c(c(=O)c3ccccc3n2C)c(=O)n1-c1ccc(F)cc1	-8	94
95	106	96	0	105	4	Clc1ccc(OCCCc2nc(-c3cccnc3)no2)c(Cl)c1	63	92
99	.	.	0	102	0	CS(=O)(=O)CCSc1ncccc1C(=O)NCc1cccs1	11	.
97	99	100	0	116	29	Cc1cc(C(=O)CSc2nnc(N)s2)c(C)n1CCc1ccc(Cl)cc1	-8	102
99	92	100	0	97	34	CCC(CC)NC(=O)COC(=O)c1ccc(OCC(=O)Nc2ccccc2OC)c(OC)c1	5	94
104	95	101	0	107	12	CCNS(=O)(=O)c1ccc(CCC(=O)NCc2cccnc2)cc1	-4	102
92	101	97	5	97	2	COc1cc(OC)cc(C(=O)NC(C(=O)Nc2ccc3nc(C)sc3c2)C(C)C)c1 (stereo unspecified)	.	95
97	97	101	0	100	0	Cc1ccc(NC(=O)C2CCCN2C(=O)NCc2ccccc2)cc1 (stereo unspecified)	7	96
103	102	103	0	102	11	COC(=O)c1ccc(C(=O)NC2CCSc3ccccc32)cc1 (stereo unspecified)	8	89
105	101	115	0	107	-7	CCN(c1cccc(C)c1)S(=O)(=O)c1cc2c3c(c1)CCN3C(=O)CC2	?	110
101	111	113	0	106	2	CC(=O)OC[C@H]1COc2ccc3ccccc3c2[C@H]1N(C)C(C)=O	-4	98
97	104	96	0	96	0	COc1ccc(OC)c(Cc2nnc(CCC(=O)NCc3nc4ccccc4s3)o2)c1	6	94
98	96	104	0	98	9	COc1ccc(CNC(=O)CN2C(=O)NC3(CCCc4sccc43)C2=O)cc1OC (stereo unspecified)	0	99
96	107	102	2	96	9	COC(=O)N/N=C(\C)c1cccs1	5	97
120	143	131	6	120	1	O=C(COC(=O)c1ccc([N+](=O)[O-])o1)Nc1ncc(Cl)cc1Cl	-1	114
102	102	92	5	102	28	N#Cc1c(Cl)nc(N/N=C/c2ccccc2)c(Cl)c1Cl	-3	92
93	110	87	0	98	-7	CCOC(=O)CNC(=O)C12CC3CC(CC(C3)C1)C2	0	100
99	111	104	12	101	2	Cc1ccc(C)c(SCC(=O)OCC(=O)c2ccco2)c1	6	96
100	107	104	2	100	5	O=C(CCNC(=O)c1ccc(Br)cc1)NCCCSc1ccccc1	-8	107
83	106	88	0	106	17	COc1cccc(CC2(CO)CCCN(Cc3ccccc3Cl)C2)c1 (stereo unspecified)	-5	68
93	77	89	4	95	7	O=C(CSCc1ccc([N+](=O)[O-])cc1)N/N=C/c1ccncc1	-7	88
96	100	99	0	95	8	CCSC(=Nc1ccccc1)Nc1ccccc1	26	101
99	88	99	1	99	4	O=C(CN(C(=O)CNC(=O)c1ccco1)c1cccc(F)c1)NC1CCCCC1	-2	99
96	97	99	1	97	9	Cc1cccc(C)c1NC(=O)C(NC=O)c1ccc(Cl)cc1 (stereo unspecified)	-14	98
95	94	96	0	96	9	COc1ccc(C(C)=O)cc1CSCCC(=O)O	5	91
104	105	102	0	99	32	CCc1cccc(NC(=O)c2cccc3c2C(=O)N(CC2CCCO2)C3)c1 (stereo unspecified)	-9	92
102	98	101	3	102	9	COC(=O)c1ccc(NC(=O)C2CCN(S(C)(=O)=O)CC2)cc1	-1	102
95	101	100	0	92	-21	NS(=O)(=O)c1ccc(NC(=O)C(=O)NCCC(=O)O)cc1	-5	94
93	101	89	0	98	1	CCCCC(=O)NC(Nc1ccc(C)cn1)(C(=O)OCC)C(F)(F)F (stereo unspecified)	-2	95
106	88	97	1	103	14	Oc1ccc2ccccc2c1/C=N/Nc1ccccc1	2	91
92	154*	93	0	94	4	CCOC(=O)Cn1cc(/C=C/[N+](=O)[O-])c2ccccc21	-1	76
100	93	99	4	99	0	CCNC(=S)NCc1ccco1	4	119
96	95	97	2	98	-2	O=C(CP(=O)(c1ccccc1)c1ccccc1)Nn1cnnc1	7	100
96	106	94	0	96	0	NC(=O)C1CCCN(C(=S)NCc2ccc3c(c2)OCO3)C1 (stereo unspecified)	2	98
98	98	101	0	94	5	Cn1c(=S)[nH]c2ccccc21	8	96
103	105	107	0	106	14	C=CCc1ccccc1OCC(O)CN1CCN(c2ccccc2F)CC1 (stereo unspecified)	-6	102
93	101	91	2	90	17	CC12CCC(=O)N1C(C(=O)Nc1nnc(SCc3ccccc3)s1)CS2 (stereo unspecified)	6	84
101	99	100	13	99	32	COc1ccc(NC(=O)c2cccnn2)cc1	7	110
100	90	100	0	104	-2	COc1ccc(CN2CCn3nc(C(=O)NC(C)C)cc3C2=O)cc1	0	105
100	106	99	1	98	12	Cc1cccc(N2CCN(CC(=O)Nc3ccccc3[N+](=O)[O-])CC2)c1C	-1	98
97	98	101	2	98	-1	COc1cc(OC)cc(C(=O)N[C@H](C(=O)Nc2ccc(S(=O)(=O)N(C)C)cc2)C(C)C)c1	10	106
103	98	101	0	106	-13	Cc1cccc2cc(CN(C(=S)NCC(C)C)C3CCCC3)c(=O)[nH]c12	-1	104
99	89	95	0	105	2	COc1ccc(S(=O)(=O)NCc2ccccc2)cc1Br	6	100
97	108	100	1	87	-22	S=C(Nc1ccc(Br)cc1)Nc1ccc2c(c1)OCCO2	-9	111

Source: PubChem BioAssay
